# Bioassay records from PubChem BioAssay.
# G9a inh – qHTS Assay for Inhibitors of Histone Lysine Methyltransferase G9a. G9a H3K9 monomethylation, AlphaScreen, 2 h. Potency, µM (highest dose often 102 µM), inactives show at the top dose activity, negative = inhibition, hits mostly inhibitors. 350,000 tested, 8.8% active; also: % is scaled to controls: 0 for no effect and ±100 for the full control effect; nearly all actives have a fitted effect of over 75% in size
#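 Signal arises when biotinylated H3K9 peptide, once monomethylated, bridges streptavidin donor and antibody-captured acceptor beads. Enzyme at 20 nM was preincubated 15 min with test compounds; peptide 500 nM and SAM 20 uM then reacted for 2 h.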
# BLM helicase inh – qHTS Assay for Inhibitors of Bloom's syndrome helicase (BLM); RecQ-like DNA helicase BLM (Homo sapiens), P54132; recombinant BLM DNA unwinding, fluorescence dequenching; Potency, µM (top dose mostly 56.1 µM), for inactives: at the highest dose activity change, negative = inhibition, hits mostly inhibitors; 350,000 tested, 0.2% active;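 also: plate controls were vehicle for no effect and no enzyme for full effect; nearly all actives have a fitted effect of over 35% in size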
# Target sequence (P54132 whole entry, looked up): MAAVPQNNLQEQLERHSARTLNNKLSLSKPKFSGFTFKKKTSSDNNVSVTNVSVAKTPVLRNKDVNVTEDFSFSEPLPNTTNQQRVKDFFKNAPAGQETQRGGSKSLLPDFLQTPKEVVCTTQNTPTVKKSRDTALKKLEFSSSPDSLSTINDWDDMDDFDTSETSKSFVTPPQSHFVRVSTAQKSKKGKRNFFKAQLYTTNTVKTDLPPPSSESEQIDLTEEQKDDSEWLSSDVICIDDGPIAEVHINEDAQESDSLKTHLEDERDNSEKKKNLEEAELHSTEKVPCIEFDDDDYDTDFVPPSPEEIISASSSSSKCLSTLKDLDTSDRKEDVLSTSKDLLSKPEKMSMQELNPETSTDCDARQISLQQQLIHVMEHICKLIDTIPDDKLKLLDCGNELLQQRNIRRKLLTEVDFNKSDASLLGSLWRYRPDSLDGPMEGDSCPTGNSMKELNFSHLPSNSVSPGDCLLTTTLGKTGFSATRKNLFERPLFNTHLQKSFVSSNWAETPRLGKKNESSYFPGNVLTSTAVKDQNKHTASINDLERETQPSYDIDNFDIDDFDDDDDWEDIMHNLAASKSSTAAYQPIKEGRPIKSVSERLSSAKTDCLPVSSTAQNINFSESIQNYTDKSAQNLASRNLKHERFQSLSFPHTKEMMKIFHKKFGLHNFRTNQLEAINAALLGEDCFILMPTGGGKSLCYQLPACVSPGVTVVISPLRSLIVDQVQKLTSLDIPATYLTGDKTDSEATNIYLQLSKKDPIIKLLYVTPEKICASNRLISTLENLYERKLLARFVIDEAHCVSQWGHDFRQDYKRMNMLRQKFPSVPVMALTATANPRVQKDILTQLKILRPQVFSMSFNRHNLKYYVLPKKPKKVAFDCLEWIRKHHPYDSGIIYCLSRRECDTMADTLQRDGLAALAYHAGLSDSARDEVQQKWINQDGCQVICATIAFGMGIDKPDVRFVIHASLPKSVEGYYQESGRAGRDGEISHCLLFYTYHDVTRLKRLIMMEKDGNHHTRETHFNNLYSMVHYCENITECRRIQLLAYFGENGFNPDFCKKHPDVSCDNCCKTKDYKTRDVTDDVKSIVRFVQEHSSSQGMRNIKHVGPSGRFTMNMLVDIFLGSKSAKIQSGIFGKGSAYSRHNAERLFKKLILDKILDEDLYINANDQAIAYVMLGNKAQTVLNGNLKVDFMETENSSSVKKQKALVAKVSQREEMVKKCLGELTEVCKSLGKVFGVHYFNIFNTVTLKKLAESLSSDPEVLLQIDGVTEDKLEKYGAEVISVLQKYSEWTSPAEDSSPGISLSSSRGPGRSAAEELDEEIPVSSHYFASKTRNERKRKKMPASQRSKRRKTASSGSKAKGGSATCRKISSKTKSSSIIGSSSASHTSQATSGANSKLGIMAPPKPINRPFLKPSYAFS
# GLS inh – qHTS for Inhibitors of Glutaminase (GLS); GLS enzymatic activity, qHTS titration; Potency, µM (top dose mostly 45.5 µM), inactives show top-dose activity change, negative = inhibition, hits mostly inhibitors; 410,000 tested, 0.21% active; also: % is scaled to controls: 0 for no effect and ±100 for the full control effect
#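 hKGA; 45 mM KH2PO4 pH 8.2 + 0.02% Tween-20; cpd via pin tool; 1 mM Gln soln; GluOx/HRP/Amplex Red; RT 30 min; fluor. t0 & final.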
# BAZ2B inh – qHTS Assay for Inhibitors of BAZ2B; Potency, µM (series often up to 114 µM), for inactives: top-dose activity change, negative = inhibition, most hits filed as inhibitors; 360,000 tested, 4.4% active; Bromodomain adjacent to zinc finger domain protein 2B (Homo sapiens), Q9UIF8; AlphaScreen BAZ2B-H3K14Ac peptide displacement; AID 504333, 2011; also: % is scaled to controls: 0 for no effect and ±100 for the full control effect; nearly all actives have a fitted effect of over 60% in size
#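 Multi-concentration screen (max 110 uM) measuring displacement of acetylated histone H3 peptide from BAZ2B by AlphaScreen, using 50 nM protein, 50 nM peptide and 10 ug/mL streptavidin donor plus Ni-chelate acceptor beads.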
# JMJD2A Tudor – qHTS Assay for Inhibitors of JMJD2A-Tudor Domain; Lysine-specific demethylase 4A (Homo sapiens), O75164; AlphaScreen JMJD2A-Tudor / H3K4me3 peptide binding; Potency, µM (series often up to 114 µM), inactives show at the highest dose activity change, negative = inhibition, usual class: inhibitors; 390,000 tested, 4.4% active; also: % is scaled to controls: 0 for no effect and ±100 for the full control effect; nearly all actives have a fitted effect of over 50% in size
# Pin1 inhibitor – qHTS Assay to Find Inhibitors of Pin1; Peptidyl-prolyl cis-trans isomerase NIMA-interacting 1 (Homo sapiens), Q13526; Pin1 FP peptide displacement, HiFluor488, 10 min; Potency, µM (doses to about 115 µM), for the others: top-dose activity, negative = inhibition, usual class: inhibitors; 390,000 tested, 0.009% active; active = well fitted inhibition curve with a large enough effect in the polarisation, with a control signal flat, not every such curve was filed as active; inconclusive = small, poorly fitted or top-dose-only effect, or effect the other way, or a change in a side signal; inactive = no such curve, though single readings can be large or run the other way; the % refers to the polarisation; also: % is scaled to controls: 0 for no effect and ±100 for the full control effect
# HP1b chromo inh – HTS for Inhibitors of HP1-beta Chromodomain Interactions with Methylated Histone Tails | Chromobox protein homolog 1 (Homo sapiens), P83916 | AlphaScreen HP1-beta / biotin-H3K9me3 peptide binding | Potency, µM (highest dose often 114 µM), for the others: at the top dose activity change, negative = inhibition, hits mostly inhibitors | 390,000 tested, 0.56% active; also: nearly all actives have a fitted effect of over 70% in size; inactives centre near 23
#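 Compound inhibition of the preformed complex between 50 nM HP1-beta and 50 nM biotinylated H3K9me3 peptide was read by AlphaScreen. Buffer was PBS pH 7.4 with 0.01% Tween-20. Incubations ran 30 min at room temperature, with 10 ug/mL donor/acceptor beads.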
# Tb PGK inh – qHTS Assay to Find Inhibitors of Phosphoglycerate Kinase; PGK/GAPDH coupled, Kinase-Glo luminescence, 60 min; Potency, µM (series often up to 57.5 µM), for the others: top-dose activity change, negative = inhibition, hits mostly inhibitors; 380,000 tested, 0.043% active; also: % is scaled to controls: 0 for no effect and ±100 for the full control effect; nearly all actives have a fitted effect of over 60% in size
#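 Luminescent ATP detection (Kinase-Glo Plus) follows a 60-minute room-temperature incubation, with wells lacking PGK as controls. Buffer: 100 mM TEA (pH 7.6), 5 mM MgCl2, 0.01% Tween-20. Coupling enzyme GAPDH (100 nM final) supplies unstable 1,3-BPG in-well.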
# Pol iota inh – qHTS for Inhibitors of Polymerase Iota. AID 588590, 2011. Potency, µM (highest dose often 115 µM), without a hit: at the top dose activity, negative = inhibition, hits mostly inhibitors. Pol iota fluorescent replication assay, 10 min. 390,000 tested, 1% active
#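 Pol iota at 10 nM preincubated 15 min with compounds at room temperature; reaction started with fluorescent substrate, 50 nM final. Fluorescence read kinetically at 0 and 10 min; buffer-only wells as negative control.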
# An asterisk follows results filed as active; i = inactive; ? = inconclusive; . = not tested or not shown; & = joins results of further samples; [ ] = another dose, or the depositor's remark. Unless noted, calls follow the shape of the dose curve; as a rule, active = well fitted curve in the direction sought with a large enough effect; inconclusive = small, poorly fitted or top-dose-only effect, or another doubt; inactive = no such curve, though single readings can be large; an effect the other way counts as inactive or inconclusive. Potency is read from the fitted curve at half-maximal effect.
1. CCOc1ccc(/C(C)=N/N2C(=O)C(CC(=O)Nc3ccc(OC)cc3[N+](=O)[O-])SC2=Nc2cccc(C)c2C)cc1 (configuration not stated)
2. CCNCc1cc(OCC)c(OCC(=O)NCCc2ccccc2)cc1Cl
3. COC(=O)Cn1ncc2c(C)n(Cc3ccccc3)c(C)c2c1=O
4. COC(=O)c1c(-c2ccc(OC)cc2)sc2ccc(N3CCOCC3)cc12
5. COc1cccc(-c2nn(C)c3sc(C(=O)NCc4ccc(C)cc4)cc23)c1
6. O=[N+]([O-])c1ccccc1N/N=C\c1ccccc1F
7. Cc1nn2c(=O)cc(COC(=O)c3cccc(NC(=O)c4ccc(C(C)(C)C)cc4)c3)nc2s1
8. C/C(=N/NC(=O)CNC(=O)c1ccco1)c1ccco1

assay / compound	1	2	3	4	5	6	7	8
G9a inh	35µM*	?	13%[59 µM]	.	-3%[59 µM]	.	7%[59 µM]	-1%
BLM helicase inh	-5%	6%	1%	.	-7%&-7%	-2%	-6%	0%
GLS inh	2%	0%	0%	8%	-9%&-10%	6%	-1%	-11%
BAZ2B inh	-38%	24%	1%	.	1%	?	-3%	-17%
JMJD2A Tudor	-29%	-3%	-20%	?	-9%&-16%	?	-20%	-3%
Pin1 inhibitor	5%	2%	5%	5%	-1%&10%	-3%	25%	-3%
HP1b chromo inh	9%	33%[activator]	13%	20%	34%&49%	-19%	8%	31%
Tb PGK inh	1%	.	-2%	-6%	-5%&2%	-7%	-7%	4%
Pol iota inh	0%	?	-3%	-2%	10%&11%	62%[activator]	14%	?

# Ordered by the number under BLM helicase inh (descending): three from the list above
2. CCNCc1cc(OCC)c(OCC(=O)NCCc2ccccc2)cc1Cl
6. O=[N+]([O-])c1ccccc1N/N=C\c1ccccc1F
1. CCOc1ccc(/C(C)=N/N2C(=O)C(CC(=O)Nc3ccc(OC)cc3[N+](=O)[O-])SC2=Nc2cccc(C)c2C)cc1 (configuration not stated)

assay / compound	2	6	1
G9a inh	?	.	35µM*
BLM helicase inh	6%	-2%	-5%
GLS inh	0%	6%	2%
BAZ2B inh	24%	?	-38%
JMJD2A Tudor	-3%	?	-29%
Pin1 inhibitor	2%	-3%	5%
HP1b chromo inh	33%[activator]	-19%	9%
Tb PGK inh	.	-7%	1%
Pol iota inh	?	62%[activator]	0%

# (next part)
9. O=[N+]([O-])c1cccnc1Sc1ccc(Cl)cc1
10. Cc1ccc(NC(=O)Nc2ccon2)cc1
11. CC(=O)c1cn(C)c(=O)n(C)c1=O
12. Cc1ccc(NC(=O)Nc2cnccn2)cc1Cl
13. CCOC(=O)c1cc(CC)sc1NC(=O)COC
14. OC1(c2cccc(C(F)(F)F)c2)CCN(CCN2CCCCC2)CC1
15. CCN(CC)/C(=N/S(=O)(=O)c1ccc(C)cc1)c1ccccc1
16. CC1=C(C(=O)Nc2ccccc2)C(c2ccccc2[N+](=O)[O-])NC(=O)N1 (configuration not stated)

assay / compound	9	10	11	12	13	14	15	16
G9a inh	45µM*	-4%	21%[59 µM]	10%	?	4%	18%[59 µM]	?
BLM helicase inh	-10%	-1%	1%	-15%	-4%	-2%	-2%	-13%
GLS inh	3%	-3%	-3%	0%	-6%	-4%	2%	11%
BAZ2B inh	32µM*	-7%	11%	5%	7%	8%	-4%	-36%
JMJD2A Tudor	56µM*	-23%	5%	-21%	9%	-6%	-23%	-14%
Pin1 inhibitor	-7%	-5%	-5%	0%	1%	1%	0%	1%
HP1b chromo inh	?	37%	38%	19%	30%	16%	18%	17%
Tb PGK inh	-9%	i	-2%	-5%	-7%	-7%	-9%	1%
Pol iota inh	33%[activator]	23%	-7%	0%	4%[58.9 µM]	23%	0%	16%

17. OCc1nc2ccc(Cl)cc2[nH]1
18. CN(C)C(=C(C#N)C#N)N1CCN(c2ccc(Cl)cc2)CC1
19. CC(C)c1onc(C(=O)NC2CCCC2)c1[N+](=O)[O-]
20. CC(=O)N1N=C(c2c(-c3ccccc3)c3cc(C)ccc3[nH]c2=O)CC1c1ccco1 (configuration not stated)
21. Cc1ccc(S(=O)(=O)N(CC(=O)NCCSc2ccccn2)c2cc(C)cc(C)c2)cc1
22. O=C1CC(c2ccccc2)CC(O)=C1C=NC1CCCC1 (configuration not stated)
23. NC(=O)[C@@H]1CCCCNc2c(I)cc([N+](=O)[O-])cc2C(=O)N[C@@H](CCC(=O)O)C(=O)N[C@@H](CO)C(=O)N1
24. Cc1ccccc1OCCC(=O)Nc1ccccc1C(=O)NC1CC1

assay / compound	17	18	19	20	21	22	23	24
G9a inh	5%	-31%	-33%	?	-1%	2%[59 µM]	40µM*	1%
BLM helicase inh	-2%	-1%	-2%	3%	-8%	3%	0%	.
GLS inh	6%	-3%	1%	-2%	1%	-12%	-13%	10%
BAZ2B inh	-2%	-4%	8%	?	-32%	-4%	-34%	1%
JMJD2A Tudor	7%	?	-3%	?	-21%	10%	-28%	-6%
Pin1 inhibitor	-10%	-13%	0%	-4%	16%	3%	?	1%
HP1b chromo inh	65%[activator]	-20%	35%	6%	37%	-3%	26%	3%
Tb PGK inh	i	i	-9%	-5%	i	.	-16%	5%
Pol iota inh	-2%&-12%	19%	4%	15%	-4%	?	18µM*	23%

25. COc1cc(NC(=S)Nc2cccc(Cl)c2Cl)c(OC)cc1Cl
26. CCOC(=O)C1C(=O)N(C(=O)c2cncc(Br)c2)CC1c1ccccc1 (configuration not stated)
27. CC(C)OP(=O)(OC(C)C)C(NC(=O)c1ccccc1)C(N)=O (configuration not stated)
28. Cc1nn(CCC(=O)N2CCN(S(=O)(=O)c3ccc(Cl)cc3)CC2)c(C)c1C
29. CCOc1[nH]n(-c2ccc(Cl)cc2)c(=O)c1C=NCc1cccnc1
30. CC(=O)N1C(=O)NC(c2ccccc2)=C([N+](=O)[O-])C1c1ccccc1 (configuration not stated)
31. COc1nc(/C(N)=N/O)nc(N2CCCCC2)n1
32. O=C(CN(c1ccccc1)S(=O)(=O)c1ccccc1[N+](=O)[O-])NN=C1CCCCCCC1

assay / compound	25	26	27	28	29	30	31	32
G9a inh	?	?	3%	18%	-3%	.	?	?
BLM helicase inh	0%	-1%	-1%	-9%	-7%	-1%	2%	-2%
GLS inh	10%	?	-13%	1%	-8%	4%	17%	-13%
BAZ2B inh	8%	-1%	4%	-18%	?	?	?	-36%
JMJD2A Tudor	-18%	?	-12%	-13%	-11%	-17%	?	-23%
Pin1 inhibitor	12%	-1%	-4%	-9%	-5%	-7%	-7%	-2%
HP1b chromo inh	-11%	?	21%	32%[activator]	24%	-9%	66%[activator]	11%
Tb PGK inh	2%	2%	i	-9%	-4%	-7%	-1%	-6%
Pol iota inh	80%[activator]	2%	29%	68%[activator]	-6%	84%[activator]	21%	16%

# An excerpt of these results, with tabs:
no.	SMILES	G9a inh	BLM helicase inh	GLS inh	BAZ2B inh	JMJD2A Tudor	Pin1 inhibitor	HP1b chromo inh	Tb PGK inh	Pol iota inh
30	CC(=O)N1C(=O)NC(c2ccccc2)=C([N+](=O)[O-])C1c1ccccc1 (configuration not stated)	.	-1%	4%	?	-17%	-7%	-9%	-7%	84%[activator]
31	COc1nc(/C(N)=N/O)nc(N2CCCCC2)n1	?	2%	17%	?	?	-7%	66%[activator]	-1%	21%

# The listing continues:
33. O=C(COc1cccc2ccccc12)N/N=C/c1ccncc1
34. CNc1nc(-c2ccccc2)nc(-c2ccccc2)c1C#N
35. C=CCn1c(=O)/c(=C/c2ccc(O)cc2)s/c1=C(/C#N)c1nnc2n1CCCCC2
36. Cc1cc(Cl)c(S(=O)(=O)NC(C(=O)O)c2ccccc2)cc1OCC(N)=O (configuration not stated)
37. O=C(OCCc1cc2ccccc2c(=O)o1)c1ccco1
38. O=C(NCCCN1CCCC1=O)c1cccc(S(=O)(=O)N2CCN(c3ccc(F)cc3)CC2)c1
39. CCc1ccc(CNC(=O)C2CCN(c3nn4cc(-c5ccc(OC)cc5)nc4s3)CC2)cc1
40. Cc1ccc(CN2C(=O)c3ccccc3Sc3ccc(C(=O)NC4CCCC4)cc32)cc1
41. COc1ccccc1-c1cc(C(=O)Nc2cccnc2)no1
42. COc1cccc(CC(NC(C)=O)C(=O)NC2CCN(C(=O)c3ccc(Cl)cc3)CC2)c1OC (configuration not stated)

assay / compound	33	34	35	36	37	38	39	40	41	42
G9a inh	-1%	4%[59 µM]	-4%[12.7 µM]	-41%[59 µM]	-3%[0.501 µM]	12%	4%[59 µM]	-21%[59 µM]	2%	-5%
BLM helicase inh	-2%	-3%	-2%	2%	.	-2%	-5%	-6%	-12%	-1%
GLS inh	0%	8%	26%	-4%	0%	9%	-10%	-2%	4%	11%
BAZ2B inh	-13%	10%	-20%	-28%	-3%	-16%	4%	1%	-5%	-7%
JMJD2A Tudor	-11%	9%	-27%	2%[11.4 µM]	-3%	-13%	-15%	-15%	-8%	-11%
Pin1 inhibitor	-9%	0%	?	6%	2%	-9%	-1%	19%	12%	?
HP1b chromo inh	25%	26%	5%	8%	50%[activator]	29%	-7%	23%	16%	14%[57 µM]
Tb PGK inh	-5%	i	-6%[11.5 µM]	0%	-1%	7%	-3%	12%	0%	-3%
Pol iota inh	25%	-8%	6%	?	2%	11%	19%	2%	2%[58.9 µM]	43%[activator]

# Not all compounds are listed; rates above refer to the full screens.
